M5 ag = CHRM5 agonism in calcium assay. activation, % at 3 µM. CHO-K1 hM5 cells, Fluo-8 calcium fluorescence; 0% DMSO wells, 100% maximal acetylcholine response. 0.19% of 360,000 active;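 active means activation above the run's mean over test compounds plus 3 SD, cut at about 23% in these data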;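 further: signal is peak over basal fluorescence ratio across the kinetic read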
Target sequence (P08912 whole entry, looked up): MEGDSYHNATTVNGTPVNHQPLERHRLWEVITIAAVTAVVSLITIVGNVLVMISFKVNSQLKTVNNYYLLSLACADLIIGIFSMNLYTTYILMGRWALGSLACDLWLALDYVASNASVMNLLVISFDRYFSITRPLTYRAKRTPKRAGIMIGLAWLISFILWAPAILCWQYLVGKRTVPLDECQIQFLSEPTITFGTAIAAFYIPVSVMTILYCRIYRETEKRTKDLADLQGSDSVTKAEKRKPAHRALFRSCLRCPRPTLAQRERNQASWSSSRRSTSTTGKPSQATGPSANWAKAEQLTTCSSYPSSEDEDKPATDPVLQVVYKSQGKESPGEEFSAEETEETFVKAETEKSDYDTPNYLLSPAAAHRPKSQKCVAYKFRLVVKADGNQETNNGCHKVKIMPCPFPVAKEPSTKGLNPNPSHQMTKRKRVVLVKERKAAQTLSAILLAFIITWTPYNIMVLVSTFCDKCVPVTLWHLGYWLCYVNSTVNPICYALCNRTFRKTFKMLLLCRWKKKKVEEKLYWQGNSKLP
CHRM5 PAM = potentiates acetylcholine response at human M5 receptor. AID 624038. CHO-K1 hM5, Fluo-8 calcium, ACh EC20 PAM; 0% = ACh EC20, 100% = ACh EC100. P08912. activation, % at 3 µM. 0.3% of 360,000 active;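 active means activation above the run cutoff, the mean activation of all test compounds plus 3 SD, cut at about 18% in these data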
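System – CHO-K1 hM5 cells · Compound – 3 µM, single dose · Incubation – compound preincubation 140 s before EC20 acetylcholine addition · Technique – Fluo-8 calcium fluorescence · Measure – Max/basal fluorescence ratio as % of EC20–EC100 ACh window · Benchmarks – low control EC20 acetylcholine (0%), high control EC100 acetylcholine (100%) · Replication – singlicate, one well per test compound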
CHRM4 agonist = agonists of human muscarinic M4 receptor (CHRM4) | P08173 | CHO-K1 hM4/Gqi5, Fluo-8 calcium fluorescence; vehicle 0%, full acetylcholine response 100% | activation, % at 3 µM | 0.14% of 360,000 active | AID 624127;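 active means activation above the run mean over all test wells plus 3 SD, cut at about 32% in these data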;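 further: peak over basal fluorescence ratio per well then scaled between controls; 0% = DMSO wells and 100% = acetylcholine at EC100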
CHRM4 PAM = positive allosteric modulators of human muscarinic M4 receptor; P08173; CHO-K1 hM4/Gqi5, Fluo-8 calcium fluorescence, ACh EC20; 0% = ACh EC20, 100% = maximal ACh; activation, % at 3 µM; 0.4% of 360,000 active; AID 624126;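 active means activation above its plate's cutoff, the mean activation of sample wells plus 3 SD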; further: some results filed as inactive read as strong as hits
CRFBP-R2 agonist = CRF-BP/CRF-R2 complex agonism; activation, % at 13.2 µM; HEK293 CRF-R2/CRF-BP, calcium dye fluorescence (FLIPR); percent of saturating CRF peptide response; 0.46% of 350,000 active; AID 588473;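 active means activation of at least 50%, plus an integration ratio under a set limit after plate pattern correction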;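 further: plate controls were neutral control wells without compound for no effect and CRF at EC100 for full effect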
CHRM4 antagonist = blocks acetylcholine activation of human M4 receptor; P08173; CHO-hM4 cells, ACh EC80, Fluo-8 calcium fluorescence; inhibition, % at 3 µM; 0.73% of 360,000 active; AID 624125;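 active means inhibition above its plate's cutoff, the mean inhibition of sample wells plus 3 SD, cut at about 27% in these data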;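 further: 0% = acetylcholine EC80 with DMSO and 100% = DMSO without agonist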
CHRM5 antagonist = blocks acetylcholine activation of human M5 receptor; P08912; CHO-hM5 cells, Fluo-8 calcium fluorescence, ACh EC80; inhibition, % at 3 µM; 0.59% of 360,000 active; AID 624040;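 active means inhibition above a per-plate cutoff, the mean of that plate's test compounds plus 3 SD, cut at about 27% in these data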;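 further: 0% = acetylcholine EC80 with DMSO and 100% = DMSO without agonist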
CRFBP-R2 block = antagonists of CRF-binding protein/CRF-R2 receptor complex; AID 588475; 0.59% of 350,000 active; inhibition, % at 11.8 µM; HEK293 CRF-R2/CRF-BP, CRF-induced calcium fluorescence;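 active means inhibition of the ligand-induced calcium signal above about 50% at the single tested concentration, limit read from the data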
M1 PAM = potentiates human M1 receptor response to acetylcholine | P11229 | CHO-K1 hM1, Fluo-8 calcium fluorescence, ACh EC20; 0% = ACh EC20, 100% = maximal ACh | activation, % at 3 µM | 0.088% of 360,000 active | AID 588819; in the data active means activation above about 19%, passing the limit was not always enough
Target sequence (P11229 whole entry, looked up): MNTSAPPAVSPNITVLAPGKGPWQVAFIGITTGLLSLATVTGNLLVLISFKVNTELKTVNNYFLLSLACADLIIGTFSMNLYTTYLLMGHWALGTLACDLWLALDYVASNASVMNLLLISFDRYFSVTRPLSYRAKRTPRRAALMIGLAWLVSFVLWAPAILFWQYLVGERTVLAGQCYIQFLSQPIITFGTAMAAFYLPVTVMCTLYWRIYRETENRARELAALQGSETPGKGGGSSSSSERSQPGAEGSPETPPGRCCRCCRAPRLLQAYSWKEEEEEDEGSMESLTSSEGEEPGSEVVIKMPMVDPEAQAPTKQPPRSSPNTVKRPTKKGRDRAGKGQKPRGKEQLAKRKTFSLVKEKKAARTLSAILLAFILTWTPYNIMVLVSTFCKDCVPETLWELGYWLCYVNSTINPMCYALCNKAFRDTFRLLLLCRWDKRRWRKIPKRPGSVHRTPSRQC
* = called active by the depositor; . = not tested or not shown.

M5 ag	CHRM5 PAM	CHRM4 agonist	CHRM4 PAM	CRFBP-R2 agonist	CHRM4 antagonist	CHRM5 antagonist	CRFBP-R2 block	M1 PAM	molecule
-0.6	1.8	2.7	-2.3	-2.9	7.1	8.2	2.4	7.2	COc1ccc(CCNC(=O)c2cccnc2SC)cc1
-2.0	4.9	0.8	15.5	0.3	-1.1	0.3	5.1	8.8	NC(=S)Nc1cccc2cn[nH]c12
-1.9	0.9	1.2	-0.8	-0.8	2.8	4.5	0.9	10.1	COc1ccc(N2C(=O)C(CC(=O)Nc3ccc(F)cc3)N(CCc3cccs3)C2=O)cc1 (configuration not stated)
-1.3	0.9	1.3	-0.8	-1.9	-0.1	6.3	-16.0	4.4	COc1ccc(NC(=O)CCC(=O)c2ccc(F)cc2)cc1
3.2	25.5*	-0.2	8.9	-1.5	-3.1	-12.5	-18.4	16.4	CCCCn1c(N)c(N(CCC(C)C)C(=O)c2cc(Cl)nc3ccccc23)c(=O)[nH]c1=O
1.9	-4.3	-1.5	6.0	-1.5	-1.1	13.2	-21.6	2.7	c1ccc2c(c1)CCCN2c1nc(N2CCOCC2)nc(N2CCOCC2)n1
-7.7	-12.4	6.1	-3.6	-1.7	-25.3	7.6	5.0	-1.6	COc1ccc(N(CC(=O)Nc2cc(OC)ccc2OC)S(=O)(=O)c2c(C)noc2C)cc1
-1.0	-2.6	0.7	-1.7	6.3	-2.0	2.7	-4.6	9.8	COc1ccc(CNC(=O)NCc2ccc(OC)c(OC)c2)cc1OC
3.3	-10.6	15.6	-20.6	-0.8	-1.6	8.7	-10.6	-4.5	CCCCCCCNc1cccc(C)c1
-2.0	-10.2	0.1	-8.7	1.6	2.2	6.6	11.7	4.7	C=C(C)COc1ccc(-c2n[nH]c(C)c2-c2ccccc2)c(O)c1
4.9	13.9	0.2	-0.1	-1.8	5.6	-0.1	-7.6	3.8	O=C(c1c(F)c(F)c(F)c(F)c1F)N1CCN(Cc2ccc3c(c2)OCO3)CC1
-0.7	7.4	-0.2	8.8	4.5	1.0	-3.2	-4.8	4.8	COc1cc2cc(CN(CCN3CCCC3)C(=O)Nc3ccc(F)cc3)c(=O)[nH]c2cc1OC
0.5	1.8	0.2	1.4	2.0	2.4	-0.9	-5.5	0.8	Cc1nn(CC(=O)N(C)c2c(N)n(Cc3ccccc3)c(=O)[nH]c2=O)c(C)c1[N+](=O)[O-]
-2.5	0.4	0.8	2.0	-2.6	-3.7	-6.3	30.6	10.4	Cc1ccc(-c2csc(C3=C(O)CN(NC(=O)c4ccc([N+](=O)[O-])cc4)C3=N)n2)cc1
-0.4	-0.1	0.8	5.7	0.3	1.6	1.3	21.6	-4.2	CC1C(C#N)=C(N)OC2=C1C(=O)CC(c1ccccc1)C2 (configuration not stated)
-1.1	1.0	0.8	-0.2	-1.3	-0.1	-3.7	-1.1	2.5	COc1cccc(C2C(C#N)=C(N)N(c3ncn[nH]3)C3=C2C(=O)CCC3)c1 (configuration not stated)
-5.6	-3.5	-0.8	-3.9	-0.5	6.3	8.5	-16.2	0.7	CC(C)c1ccc(NC(=O)[C@@H](NC(=O)N2CC(=O)Nc3ccccc32)C(C)C)cc1
-3.4	-5.0	3.3	5.7	0.5	-17.6	11.1	-15.0	6.0	Cc1ccccc1NC(=O)C1CC(=O)N(c2ccc3c4c(cccc24)CC3)C1 (configuration not stated)
-3.0	10.0	-0.6	2.7	-0.4	0.6	-6.5	-33.3	7.5	Cc1c(O)nc(SCC(=O)Nc2ccc3c4c(cccc24)CC3)n(-c2ccc(F)cc2)c1=O
-2.0	-2.8	3.7	-0.4	0.0	-6.3	5.8	-5.8	7.5	COc1ccc(/C=C2\SC(=O)N(CC(=O)Nc3ccccc3O)C2=O)cc1OC
-3.8	0.6	3.1	0.6	0.3	1.0	0.6	-12.9	7.6	Cc1cccc(C)c1N1C(=O)CN(Cc2ccccc2)C1=S
0.9	1.3	2.6	4.2	-1.3	-8.8	-0.2	4.9	11.0	O=C(CN(c1ccc(F)cc1)S(=O)(=O)c1ccc2c(c1)OCCO2)N1CCOCC1
3.2	4.8	0.1	2.0	0.2	5.0	5.9	2.9	9.1	Cc1cc(C(=O)CCC(=O)Nc2ccc(S(N)(=O)=O)cc2)c(C)s1
2.8	-5.3	2.0	-4.3	-1.1	-1.6	-0.2	-5.2	-6.1	COc1ccc(C2CCCN2C(=O)Nc2cccc(C(C)=O)c2)cc1OC (configuration not stated)
-4.4	1.1	0.6	-6.1	0.3	11.7	8.8	-8.6	9.8	Cc1cccc2c1NC(=O)C2(O)N1CCCC(C)C1 (configuration not stated)
-4.5	-1.1	1.9	-1.3	2.1	-6.7	1.8	-2.5	6.0	CCc1cc(=O)oc2c(C)c(OC(C)C(=O)NCCCN3CCOCC3)ccc12 (configuration not stated)
-0.4	11.8	-0.2	2.6	-1.6	4.2	2.8	37.9	9.7	CCOc1ccc(/C=N/n2c(SC)nnc2-c2ccccc2)cc1OCC
2.8	-4.7	.	-0.2	-6.1	5.6	3.5	20.9	2.6	Cc1ccsc1C(=O)NNC(=O)COc1ccc(Br)cc1
-5.7	-6.2	5.2	-13.9	-0.3	4.3	22.5	-30.2	-14.9	CCOc1cc(CNCc2ccccc2)ccc1OCC(=O)NC1CCCCC1
1.3	-3.0	1.3	-2.3	0.1	3.4	-3.3	-6.7	3.5	c1ccn(-c2ccc(N3CCOCC3)cc2)c1
1.4	2.5	1.2	8.7	0.8	-4.1	2.9	-17.6	11.1	O=C(O)c1ccc(CNC(=O)c2ccc(S(=O)(=O)N3CCCC3)cc2)cc1
3.0	-14.6	8.7	2.9	0.3	-29.3	-2.6	17.6	5.9	CN(CC(=O)Nc1ccccc1Br)C(=O)c1n[nH]c2ccccc12
-4.1	0.7	0.1	2.0	0.7	4.3	-3.5	-0.1	7.6	CCCCSc1cc(C)nc2ncnn12
0.2	-1.8	2.0	-4.9	0.8	4.7	-0.8	-29.6	5.4	O=C(NCCc1c[nH]c2ccccc12)C(=O)NCC(c1ccco1)N1CCN(c2ccccc2F)CC1 (configuration not stated)
-2.6	6.8	1.1	14.9	-1.0	1.3	0.4	-4.7	2.1	CCC(C)NC(=O)CO/N=C/c1ccccc1OC(F)F (configuration not stated)
0.2	1.5	1.7	5.3	-0.7	-3.6	-4.5	-2.6	-1.6	COCCn1c(C)cc(C(=O)CSc2nnc(C3CC3)n2C2CC2)c1C
-2.5	3.9	0.1	0.5	1.6	-1.1	9.0	-7.6	10.7	CCOC(=O)C1=C(C)NC(=O)NC1/C=C\c1ccccc1 (configuration not stated)
2.6	3.8	3.3	-8.3	2.0	9.8	6.8	10.6	2.5	CN(C)S(=O)(=O)c1ccc(C(=O)OCCn2cnc3c2c(=O)n(C)c(=O)n3C)cc1
-4.4	7.5	0.7	1.3	-1.8	4.1	3.3	10.6	4.6	CCc1ccc(OCCOCCN2CCN(C)CC2)cc1
1.2	5.6	1.6	-2.6	-1.6	7.8	7.1	-11.1	7.2	CCOC(=O)c1cnn(-c2ccc(C(F)(F)F)cn2)c1N
0.4	5.3	0.1	16.8	-6.6	-5.0	-7.0	-7.6	6.5	CC(C)(C)C1CCc2c(C(=O)NNC(=O)/C=C/C(=O)O)csc2C1 (configuration not stated)
-3.6	10.1	0.3	4.1	1.4	-10.9	-3.5	-7.6	5.9	O=C1COc2ccc(C(=O)CSc3nc4ccccc4c(=O)n3-c3ccc(Cl)c(Cl)c3)cc2N1
0.8	-14.2	11.2	-13.3	-1.2	8.7	14.4	4.4	-6.3	CC(=O)c1ccc(OCc2cc(C(=O)N3CC4C[C@@H]5CC3C[C@H](C4)C5)no2)cc1
2.0	-0.4	0.4	6.8	0.6	5.6	-2.1	8.9	14.1	Cc1cc(C)c2ccc(C)[n+]([O-])c2c1O
-3.6	-7.4	3.0	-3.5	3.9	-7.1	15.3	-61.6	-10.0	CCCSc1nsc(NC(=O)CCC)n1

Entries of single compounds as entered above. Screens in order: M5 ag	CHRM5 PAM	CHRM4 agonist	CHRM4 PAM	CRFBP-R2 agonist	CHRM4 antagonist	CHRM5 antagonist	CRFBP-R2 block	M1 PAM
CN(CC(=O)Nc1ccccc1Br)C(=O)c1n[nH]c2ccccc12 across the screens: 3.0	-14.6	8.7	2.9	0.3	-29.3	-2.6	17.6	5.9
CCOC(=O)C1=C(C)NC(=O)NC1/C=C\c1ccccc1 (configuration not stated) across the screens: -2.5	3.9	0.1	0.5	1.6	-1.1	9.0	-7.6	10.7

New compounds follow.
M5 ag	CHRM5 PAM	CHRM4 agonist	CHRM4 PAM	CRFBP-R2 agonist	CHRM4 antagonist	CHRM5 antagonist	CRFBP-R2 block	M1 PAM	molecule
-0.5	0.9	0.4	1.8	.	-0.5	-2.1	.	7.1	CCCCNS(=O)(=O)c1cccc(NC(=O)[C@H]2C[C@H](O)[C@@H](CO)O2)c1
-0.8	4.8	1.8	0.8	-0.9	2.8	5.3	22.2	3.5	CN(C)S(=O)(=O)c1cccc(NC(=O)COC(=O)c2cccn2C)c1
0.3	-3.2	2.5	-4.2	-0.7	6.1	-1.4	2.1	-6.4	O=C(COc1ccccc1F)Nc1cc(S(=O)(=O)Nc2cccc(Cl)c2)ccc1O
1.1	7.1	2.4	22.8*	.	-2.7	-7.1	.	.	Cc1cccc(C)c1NC(=O)C(c1ccc(C#N)cc1)n1c(=O)c(-c2ccccc2)nc2ccccc21 (configuration not stated)
1.0	6.4	0.7	-0.1	0.5	5.3	0.3	-4.6	7.4	CC1(C)NC(=O)N(CC(=O)N2CCCC(C(F)(F)F)C2)C1=O (configuration not stated)
-2.4	-12.1	5.0	-9.7	3.4	6.0	17.5	-55.9	-0.9	COc1ccccc1OC(C)C(=O)Nc1nc(-c2ccc(S(=O)(=O)N3CCOCC3)cc2)cs1 (configuration not stated)
-0.4	-21.6	11.3	-10.7	-2.5	4.0	24.6	1.3	-9.8	CC(C)(C)OC(=O)NCCCC[C@H](NC(=O)c1nc[nH]c1C(=O)N1CCN(C(=O)OC(C)(C)C)CC1)C(=O)OC(C)(C)C
-2.1	-3.9	-2.5	7.9	.	-14.7	-10.2	.	.	CC(C)[C@@H]1CC2=C(C(=O)OC(C)(C)O2)[C@H](CCc2ccccc2)O1
2.9	-2.5	1.2	-0.6	-0.7	-8.8	2.5	0.9	2.5	Cn1c(Cn2c(=O)sc3ccccc32)nnc1SCC(=O)Nc1cccc(Cl)c1
2.4	-1.2	11.9	0.1	.	-9.8	3.0	.	.	O=S1(=O)N[C@@H](Cc2ccccc2)COc2cccc(N3CCSCC3)c21
-1.7	-7.8	6.2	-1.4	-1.7	1.0	-3.2	-3.0	8.5	COc1ccc(-c2cc(CNS(=O)(=O)c3ccc(F)cc3)on2)cc1
-1.6	-2.3	0.0	3.1	-0.7	-8.2	6.6	1.2	5.8	CCOC(=O)c1cc(C(=O)OCC)c(=O)[nH]c1N1CCCCC1
-1.6	-4.5	1.4	0.6	-0.6	-5.9	0.5	-19.9	12.1	O=C(Nc1ncc2c(n1)-c1ccccc1OC2)c1ccccc1Cl
-1.1	-7.6	0.3	9.9	-1.3	2.8	10.6	24.1	4.9	COc1ccc(Nc2ccc(S(=O)(=O)N3CCCCC3)cc2[N+](=O)[O-])cc1

Assay outcomes as filed in PubChem.
